KCNQ1 act = potentiates or activates the human KCNQ1 potassium channel. P51787. CHO-K1 KCNQ1, thallium flux FluxOR fluorescence; hits give high values. B-score at 10 µM. actives 0.35% (n = 310,000). AID 2648;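 active = fluorescence ratio B-score, a plate-corrected score, at least three library SD, with initial intensity B-score within 5 SD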
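Schedule – 37 °C overnight plating, 90-min dark dye load, 20-min compound pretreatment · System – stable KCNQ1 CHO-K1 line · Probe or stimulus – thallium- and potassium-containing depolarizing buffer · Measured by – kinetic FluxOR fluorescence, 10 s baseline plus 110 s post-stimulus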
Platelet DG rel = platelet dense granule release activity; human platelet-rich plasma, SFLLRN dense granule ATP release, luminescence; actives 0.22% (n = 300,000); inhibition, %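 (compounds screened at 7.5 µM in platelet-rich plasma)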; AID 1663;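 active = mean replicate score, as percent of positive control, at or above 50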
hERG rescue = hERG (human) protection from proarrhythmic block. actives 0.51% (n = 310,000). CHO-hERG, FluxOR thallium flux, dofetilide IC70 present. Q12809. activation (rescue from dofetilide block), less the hit threshold, % at 10 µM;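 active = activation above the mean of controls blocked by dofetilide plus 5 SD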;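 note: thallium influx through hERG after potassium depolarization seen as dye fluorescence rise; in these data hits start at about 4.7%; inactives centre near -7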
TRPC4 block = blocks the mouse TRPC4 cation channel; HEK293 TRPC4beta/mu-opioid, DAMGO-evoked Fluo4 calcium flux; hits give low values; B-score at 10 µM; actives 0.39% (n = 300,000); AID 2247;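 active = B-score over 3 SD under the library average, no early fluorescence shift, positive overall ratio signal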
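Assay system: HEK293 cells with stable TRPC4beta plus mu-opioid receptor expression; Probe or stimulus: DAMGO in two steps, submaximal then maximal; Dosing: single-point compound dosing; Measured by: Fluo4 calcium-dye fluorescence, kinetic read; Read-out basis: B score from integrated Fluo4 fluorescence ratio.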
PolyA inh = inhibitors of polyadenylation in S. cerevisiae | S. cerevisiae SKY197-pL101 polyadenylation reporter, beta-gal luminescence; efflux-impaired pdr1/pdr3 knockout yeast; score 100 = 6 SD above DMSO | calls only at 12 µM | actives 0.02% (n = 300,000);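 active = lowest replicate activity score at least 50, where 100 means six control SD above control mean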;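 note: yeast exposed to compound for 9 h at 30 °C; higher score means more reporter readthrough which indicates perturbed polyadenylation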
KCNQ1 inh = inhibitors of human KCNQ1 potassium channel; P51787; CHO-K1 KCNQ1, FluxOR thallium flux fluorescence; hits give high values; B-score at 10 µM; actives 1.3% (n = 310,000);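 active = compounds whose thallium flux B-score, printed positive for inhibition, exceeds three library SD while starting fluorescence stays within three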;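 note: channel opened by potassium depolarization with thallium stimulus after 20 min compound exposure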
TRPC4 potent = TRPC4 (mouse) allosteric potentiation. HEK293 TRPC4beta/mu-opioid, DAMGO EC20, Fluo-4 Ca2+ flux; hits give high values. B-score at 10 µM. actives 0.42% (n = 310,000);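 active = B-score of calcium response area above 5 SD of library B-scores, with initial fluorescence ratio within 5 SD of library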;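 note: B-score of integrated fluorescence ratio over time as area under calcium response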
DYRK1A inh = blocks rat Dyrk1A kinase activity | Q63470 | ADP-Glo luminescence, NFATc1 peptide | inhibition, % at 12.5 µM | actives 0.43% (n = 310,000) | AID 504441; in the data active = inhibition above about 50%;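 note: plate controls were vehicle with enzyme for no effect and no enzyme for full effect; many of its hits are not listed in these tables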
TRPC4 act = opens the mouse TRPC4 cation channel; Q9QUQ5; HEK293 TRPC4beta/mu-opioid, Fluo4 calcium fluorescence; hits give high values; B-score at 10 µM; actives 0.49% (n = 310,000);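 active = B-score above 5 SD of library B-scores, and initial fluorescence ratio not above library mean plus 5 SD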;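 note: positive B-score marks a calcium rise read as TRPC4 activation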
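Technique: kinetic Fluo4 calcium fluorescence; Test system: TRPC4beta and mu-opioid receptor HEK293 stable cells; Measure: B-scored integrated calcium fluorescence ratio; Benchmarks: low control buffer alone, high control maximal DAMGO; Schedule: 45 min room-temperature Fluo4 loading, 110 s read.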
KCNK9 block = human KCNK9 channel inhibition; HEK293 KCNK9, FluxOR thallium flux fluorescence; hits give low values; B-score at 10 µM; actives 1.2% (n = 310,000); AID 488922;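 active = ratio B-score over 3 SD below the library mean, with starting fluorescence within 5 SD of its mean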;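 note: negative B-score means less thallium flux so channel inhibition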
Target sequence (Q9NPC2 whole entry, looked up): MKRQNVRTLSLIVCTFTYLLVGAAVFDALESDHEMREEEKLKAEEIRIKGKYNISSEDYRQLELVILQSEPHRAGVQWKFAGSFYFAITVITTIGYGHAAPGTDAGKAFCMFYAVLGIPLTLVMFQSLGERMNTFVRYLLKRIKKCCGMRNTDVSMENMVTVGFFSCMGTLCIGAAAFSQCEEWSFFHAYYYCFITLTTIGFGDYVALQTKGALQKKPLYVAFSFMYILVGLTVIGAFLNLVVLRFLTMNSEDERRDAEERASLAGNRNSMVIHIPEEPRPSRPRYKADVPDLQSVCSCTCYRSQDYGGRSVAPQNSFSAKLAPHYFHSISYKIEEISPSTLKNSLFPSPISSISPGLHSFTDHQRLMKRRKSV
KCNK3 block = human KCNK3 channel inhibition, primary screen; actives 0.84% (n = 340,000); CHO-KCNK3 thallium flux, FluxOR fluorescence; hits give low values; AID 602410; O14649; B-score at 10 µM;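 active = B-score under library mean minus 4 SD, starting fluorescence ratio at most library mean plus 5 SD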;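 note: more negative B-score means stronger inhibition of thallium flux through KCNK3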
Target sequence (O14649 whole entry, looked up): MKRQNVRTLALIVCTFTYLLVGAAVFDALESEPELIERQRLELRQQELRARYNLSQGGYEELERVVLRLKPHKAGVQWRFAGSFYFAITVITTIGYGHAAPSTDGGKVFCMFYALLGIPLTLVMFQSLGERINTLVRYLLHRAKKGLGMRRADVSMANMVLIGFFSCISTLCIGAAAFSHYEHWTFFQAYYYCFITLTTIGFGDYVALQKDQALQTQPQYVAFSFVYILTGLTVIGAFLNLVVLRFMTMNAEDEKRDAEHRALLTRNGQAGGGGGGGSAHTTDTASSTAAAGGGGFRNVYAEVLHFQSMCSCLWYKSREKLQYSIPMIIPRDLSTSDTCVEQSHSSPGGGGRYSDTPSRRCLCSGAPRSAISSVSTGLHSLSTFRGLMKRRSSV
* marks the source's active call; other numbers are inactive results; i = inactive; nt = not tested or not shown. Not all compounds are listed (hit frequency here may not be typical).

SMILES | KCNQ1 act | Platelet DG rel | hERG rescue | TRPC4 block | PolyA inh | KCNQ1 inh | TRPC4 potent | DYRK1A inh | TRPC4 act | KCNK9 block | KCNK3 block
COc1cc2c(cc1OC)CN(C(=O)COc1ccc(C#N)cc1)CC2 | i | 0.7 | -8.4 | i | i | i | i | 3.4 | i | i | i
COc1ccc(C(C)(C)C)cc1S(=O)(=O)n1ccnc1C | i | -9.4 | -3.8 | i | i | i | i | -3.2 | i | i | i
CCN(CC(=O)Nc1ccc(C)c(S(=O)(=O)N2CCOCC2)c1)Cc1ccccc1 | i | -4.9 | -10.0 | i | i | i | i | -1.8 | i | i | i
COc1cccc(CNC(C)(C)CO)c1OCc1ccc(Cl)cc1 | i | 5.0 | -11.2 | i | i | i | i | -0.7 | i | i | i
O=C(Cc1ccccc1)N1CCCC1c1ccccc1 (centres undefined) | i | 0.3 | -14.0 | i | i | i | i | 3.3 | i | i | i
COc1ccc(C(=O)C2CCCN(Cc3c[nH]c4ccccc34)C2)c(OC)c1 (centres undefined) | i | -10.8 | -16.1 | i | i | i | i | 2.8 | i | i | i
O=C(c1ccco1)N1CCN(Cc2ccc(F)cc2)CC1 | i | 2.0 | -0.8 | i | i | i | i | 4.5 | i | i | i
CCCC(C)NC(=O)Cc1ccc(Br)cc1 (centres undefined) | i | 2.5 | -2.6 | i | i | i | i | -3.5 | i | i | i
COc1cc(-c2noc(CCC(=O)NC3CCCC3)n2)cc(OC)c1OC | i | 3.3 | 0.0 | i | i | i | i | 0.6 | i | i | i
CC(C)N1C(=O)C2C(c3ccccc3O)NC(C)(C(=O)O)C2C1=O (centres undefined) | i | 0.0 | -3.8 | i | i | i | i | 2.8 | i | i | i
COc1cccc(OC)c1C(=O)Nc1ccccc1C(=O)N1CCCCCC1 | i | 11.3 | -10.0 | i | i | i | i | nt | i | i | i
Cc1ccc(C(=O)Nc2ccc(N3CCN(C)CC3)cc2)cc1C | i | 1.9 | 0.1 | i | i | i | i | 0.2 | i | i | i
CCOC(=O)c1cc(=O)n2nc(-c3ccc(C)cc3)nc2s1 | i | 2.0 | -9.5 | i | i | 7* | i | 0.9 | i | i | i
CNC(=S)Nc1ccc2[nH]c(=O)[nH]c2c1 | i | 19.6 | -15.4 | i | i | i | i | 9.3 | i | i | i
CCOC(=O)c1cnc2ccc(OCC)cc2c1N(C)Cc1ccccc1 | i | -9.4 | -12.0 | i | i | 6* | i | 19.4 | i | i | i
CCOC(=O)CSc1nnc([C@H](C)NC(=O)OC(C)(C)C)o1 | i | 37.7 | -6.4 | i | i | i | i | -1.9 | i | i | i
COc1ccccc1N(CC(=O)Nc1cccnc1)S(=O)(=O)c1ccccc1 | i | 0.4 | -3.9 | i | i | i | i | -2.4 | i | i | i
O/N=C1/CCc2nonc2/C1=N/O | i | 15.8 | -4.3 | i | i | i | i | -0.2 | i | i | i
COc1ccc(/C=N/Nc2nnc(-c3ncc[nH]3)c3ccccc23)cc1 | i | 18.4 | -20.0 | i | i | i | i | 3.6 | i | i | i
Cc1cccc(C(=O)NC2=NCCS2)c1 | i | 4.5 | -3.4 | i | i | i | i | 3.3 | i | i | i
O=C(NCCCN1CCCC1=O)c1cc(S(=O)(=O)N2CCOCC2)ccc1Cl | i | 1.1 | -4.6 | i | i | i | i | 3.9 | i | i | i
Cc1ccccc1C(=O)c1c[nH]c(C(=O)NCC2CCCO2)c1 (centres undefined) | i | -1.7 | -10.4 | i | i | i | i | 1.5 | i | i | i
O=C(C1=COCCO1)N1CCN(C(c2ccccc2)c2ccccc2)CC1 | i | -9.9 | -10.6 | i | i | i | i | 11.6 | i | i | i
COCCCNC(=O)CS(=O)(=O)Cc1nc(-c2cccc(OC)c2)oc1C | i | -0.8 | -16.4 | i | i | i | i | 0.5 | i | i | i
Cc1cc2ccccc2n2c(SCC(=O)N3CCc4ccccc4C3)nnc12 | i | 0.0 | -6.2 | i | i | i | i | 12.3 | i | i | i

Later entries.
SMILES | KCNQ1 act | Platelet DG rel | hERG rescue | TRPC4 block | PolyA inh | KCNQ1 inh | TRPC4 potent | DYRK1A inh | TRPC4 act | KCNK9 block | KCNK3 block
CCOCCCNS(=O)(=O)c1cc2[nH]c3c(c2cc1C)C(=O)CC(C)(C)C3 | i | 1.1 | -2.0 | i | i | i | i | 4.2 | i | i | i
Cc1ccc(S(=O)(=O)CCc2nnc(NC(=O)c3cnccn3)s2)cc1 | i | -10.3 | -4.8 | i | i | i | i | 9.2 | i | i | i
COc1ccccc1C(=O)OCC(=O)Nc1cc(S(=O)(=O)N2CCOCC2)ccc1N1CCCC1 | i | -0.8 | -5.5 | i | i | i | i | -5.8 | i | i | i
COc1ccc(OC)c(C2CC(=O)N3CN(c4cccc(Cl)c4C)CSC3=C2C#N)c1 (centres undefined) | i | -2.7 | -18.7 | i | i | i | i | 2.2 | i | i | i
CCCCC(=O)N(Cc1ccc(F)cc1)C1CCS(=O)(=O)C1 (centres undefined) | i | -10.5 | -14.5 | i | i | i | i | -3.6 | i | i | i
Cc1ccc(CNC(=O)Nc2ccc(F)cc2F)n1C | i | 4.6 | -6.6 | i | i | i | i | 2.8 | i | i | i
CC1=C(c2ccccc2)SC2=NCCN21 | i | -5.0 | -2.1 | i | i | i | i | 4.7 | i | i | i
Cc1onc(-c2ccccc2)c1C(=O)Nc1ccncc1 | i | -1.2 | -5.1 | i | i | i | i | 16.3 | i | i | i
COc1ccc(-c2csc(NC3OC(=O)c4ccccc43)n2)cc1 (centres undefined) | i | 4.5 | -8.8 | i | i | i | i | 5.2 | i | i | i
O=C(O)c1ccc(S(=O)(=O)N2CCN(c3ccccn3)CC2)cc1 | i | 6.7 | -7.5 | i | nt | i | i | 5.2 | i | i | i
O=C1C(c2ccncc2)=C(O)c2ccccc21 | i | 24.8 | -2.7 | i | i | i | i | -1.5 | i | i | i
CC(C)c1ccc(CNC(=O)CSCC(=O)Nc2ccc3ccccc3c2)cc1 | i | 16.4 | -8.6 | i | i | i | i | 7.5 | i | i | i
Cc1cc2c(c(/C=C/C(=O)c3ccccc3)c1)OC1(C=C2)Oc2ccccc2C(=O)N1C (centres undefined) | i | 0.6 | -13.3 | i | i | i | i | 3.7 | i | i | i
Cc1nc(NC(=O)COC(=O)CCS(=O)(=O)c2ccccc2Cl)c(Cl)cc1Cl | i | -2.7 | -6.4 | i | i | i | i | 17.9 | i | i | i
C[C@H](NC(=O)CCn1nnc2ccccc2c1=O)C(=O)O | i | 1.9 | -1.0 | i | i | i | i | -9.2 | i | i | i
CSCC(=O)NC1CCCc2c1cnn2-c1cc(F)cc(F)c1 (centres undefined) | i | -7.5 | -4.6 | i | i | i | i | -0.5 | i | i | i
Cc1ccc(C)c(NC(=O)c2cnn3ccccc23)c1 | i | 39.0 | -1.9 | i | i | i | i | -0.3 | i | i | i
CC1(C)c2ccccc2-n2c1cc1oc(=O)cc(O)c1c2=O | i | -1.8 | -8.2 | i | i | i | i | -4.4 | i | i | i
CCOC(=O)C(=O)Nc1ccc2c(c1)OCO2 | i | -2.3 | -3.5 | i | i | i | i | 22.9 | i | i | i
O=C(C1CCN(S(=O)(=O)Cc2ccccc2)CC1)N1CCCc2ccccc21 | i | 3.2 | -9.1 | i | i | i | i | nt | i | i | i
O=C(CSc1ncccn1)Nc1cc(Cl)ccc1[N+](=O)[O-] | i | -0.1 | -6.5 | i | i | i | i | -2.7 | i | i | i
CC(C(=O)Nc1cccc([N+](=O)[O-])c1)N(c1ccccc1)S(C)(=O)=O (centres undefined) | i | 2.2 | -18.9 | i | i | i | i | 3.7 | i | i | i
CCOC(=O)c1ccc(NC(=O)/C=C/c2cccs2)cc1 | i | 1.9 | -3.6 | i | i | i | i | 4.8 | i | i | i
CCn1c(COc2ccccc2C)nnc1SCC(=O)OC | i | 6.9 | -8.6 | i | i | i | i | 1.7 | i | i | i
Cc1ccc(S(=O)(=O)N2CCCC(C(=O)Nc3cccnc3)C2)cc1 (centres undefined) | i | -1.0 | -9.3 | i | i | i | i | -3.2 | i | i | i

Additional entries follow.
SMILES | KCNQ1 act | Platelet DG rel | hERG rescue | TRPC4 block | PolyA inh | KCNQ1 inh | TRPC4 potent | DYRK1A inh | TRPC4 act | KCNK9 block | KCNK3 block
Cc1ccc(C(=O)N(Cc2sccc2C)C2CCS(=O)(=O)C2)cc1 (centres undefined) | i | 4.8 | -3.5 | i | i | i | i | 2.8 | i | i | i
COc1ccc(C(CNC(=O)Cc2ccc3ccccc3c2)N(C)C)cc1 (centres undefined) | i | 1.8 | -3.5 | -6* | i | i | i | -1.9 | 135* | i | i
O=C(CSc1ncn[nH]1)OCN1C(=O)c2ccccc2C1=O | i | 7.7 | -9.9 | i | i | i | i | 1.1 | i | i | i
Cc1onc(-c2c(F)cccc2Cl)c1C(=O)N=C(N)N1CCCC1 | i | 1.3 | -5.2 | i | i | i | i | -5.4 | i | i | i
O=C(CS(=O)CC(=O)Nc1cccnc1)Nc1ccc(F)cc1 (centres undefined) | i | -9.5 | 0.8 | i | i | i | i | -5.3 | i | i | i
Cc1nnc(NC(=O)CN2CCN(Cc3c(Cl)cccc3Cl)CC2)s1 | i | 1.0 | -6.5 | i | i | i | i | 1.5 | i | i | i
Cc1ccc2nc(CCc3nc4ccc(C)cc4[nH]3)[nH]c2c1 | i | -0.1 | -7.7 | i | i | i | i | -5.5 | i | i | i
O=S(=O)(c1ccc(Oc2ccc(F)c(Cl)c2)nc1)N1CCOCC1 | i | 23.7 | -15.1 | i | i | i | i | nt | i | i | i
Cc1sc2nc(CN3CCC(C)CC3)nc(Cl)c2c1C | i | 10.0 | -13.4 | i | i | i | i | nt | i | i | nt
COc1cc2c(cc1OC)C1CC(=O)C(CC(C)C)CN1CC2 (centres undefined) | i | 1.5 | -7.5 | i | i | i | i | 0.4 | i | i | i
O=C(CSc1nnc(-c2ccccc2)o1)n1c2c(c3ccccc31)CCCC2 | i | -3.2 | -13.2 | i | i | i | i | nt | i | i | nt
CC1CCC(NC(=O)CCCCn2c(=O)[nH]c3ccsc3c2=O)CC1 (centres undefined) | i | 23.2 | -7.7 | i | i | i | i | 10.6 | i | i | i
COC(=O)c1c(C(=O)OC)c(-c2cccc(Cl)c2)n2c1CS(=O)C2 (centres undefined) | i | 0.4 | -6.3 | i | i | i | i | -1.2 | i | i | i
O=C(O)c1ccc(NC(=O)c2cn(-c3ccccc3)nc2-c2ccc(Cl)cc2)cc1 | i | 10.2 | -12.7 | i | i | i | i | 9.7 | i | i | i
